# AID inh = activation induced cytidine deaminase inhibition; AID 1347428; AID deamination FRET fluorescence, UDG-coupled, 4 h; Q9GZX7; hit rate 0.32% among 91,000; Potency, µM (doses to about 115 µM), for the others: at the highest dose activity change, negative = inhibition, hits mostly inhibitors; also: nearly all actives have a fitted effect of over 25% in size
# Target sequence (Q9GZX7 whole entry, looked up): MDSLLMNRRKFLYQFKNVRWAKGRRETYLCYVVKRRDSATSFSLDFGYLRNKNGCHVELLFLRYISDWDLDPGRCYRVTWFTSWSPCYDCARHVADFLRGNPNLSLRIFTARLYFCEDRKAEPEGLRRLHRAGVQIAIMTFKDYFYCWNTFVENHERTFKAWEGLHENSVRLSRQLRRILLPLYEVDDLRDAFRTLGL
# UDG counter = counter-screen for AID inhibitors: uracil-DNA glycosylase inhibition | FRET deamination/UDG coupled assay, UDG read, 4 h | Potency, µM (doses to about 115 µM), inactives show at the top dose activity change, negative = inhibition, hits mostly inhibitors | hit rate 0.14% among 91,000 | AID 1347430; also: nearly all actives have a fitted effect of over 65% in size
# Active calls of the source: *; ? = inconclusive; & = joins results of further samples; [ ] = another dose, or the depositor's remark. Calls follow the shape of the dose curve; as a rule, active = well fitted curve in the direction sought with a large enough effect; inconclusive = small, poorly fitted or top-dose-only effect, or another doubt; inactive = no such curve, though single readings can be large; an effect the other way counts as inactive or inconclusive. % is scaled to controls: 0 for no effect and ±100 for the full control effect; potency is read from the fitted curve at half-maximal effect. An excerpt. The share of hits here may be higher or lower than overall.
Structure	AID inh	UDG counter
CCc1ccc(OCC2c3cc(OC)c(OC)cc3CCN2C(=O)c2ccc(S(=O)(=O)N3CCCC3)cc2)cc1 (stereo not given)	0%	-13%
CCC(=O)N1CCc2cc(S(=O)(=O)NC(CC(C)C)C(=O)NCc3cccc(OC)c3)ccc21 (stereo not given)	8%	5%
COc1ccc(CCNC(=O)CCn2c(=O)c3cccn3c3cccnc32)c(OC)c1OC	2%	-5%
Cc1cc(C)c(NC(=O)CN(c2ccccc2)S(=O)(=O)N(C)C)c(C)c1	12%	2%
CCCCc1ccc(-n2nc3ccc(NC(=O)c4cc5ccccc5o4)cc3n2)cc1	9%	-8%
O=C1CSc2ccc(C(=O)Nc3cccc4cccnc34)cc2N1	37%[activator]	3%
CC(=O)c1cccc(NC(=O)c2ccccc2SC(C)C)c1	-11%	-8%
O=C(Nc1ccc(F)c(Cl)c1)C1CCCN(c2cnccn2)C1 (stereo not given)	-3%	1%
CSCCC(NS(=O)(=O)c1ccc2c(c1)oc(=O)n2C)C(=O)NCc1ccc(Cl)cc1 (stereo not given)	3%	9%[57.5 µM]
CCOc1ccc(CNCc2cccs2)cc1OC	-10%	-5%

# (further entries)
Structure	AID inh	UDG counter
COc1cccc(/C=C/C(=O)c2ccc(O)cc2)c1	-5%	11%
CC1CCN(S(=O)(=O)c2ccc3c(c2)c(=O)c(C(=O)N2CCN(c4cccc(Cl)c4)CC2)cn3C)CC1	-4%[57.5 µM]	-6%[57.5 µM]
O=c1c(-c2ccccc2)nnc2sc(-c3cccc(F)c3)nn12	-2%	-2%
N#C/C(=C/c1ccc(-c2ccccc2C#N)o1)c1ccc(F)cc1	1%	0%
CCOC(=O)c1ccc(N=C2SC(C(=O)Nc3ccccc3)CC(=O)N2C)cc1 (stereo not given)	16%	-1%
CCNc1c(NC(=O)Nc2cccc(Cl)c2C)c(=O)oc2ccccc12	-16%	0%
CSc1nnnn1-c1cccc(NC(=O)c2ccccc2Br)c1	-13%	-1%
CC1CCN(C(=O)CN2CCSc3ccc(S(=O)(=O)N(C)C)cc32)CC1	40%[activator]	11%
COc1cc(/C=C(\C#N)C(=O)Nc2ccccc2C(=O)O)cc(Cl)c1OC(C)C	?	1%
CC(=O)N1CCN(C(C(=O)O)c2cn(CCC(=O)O)c3cc(Br)ccc23)CC1 (stereo not given)	0%	-12%

# The list continues.
Structure	AID inh	UDG counter
Cc1ccc(C)c(CSc2nnc3[nH]c(=O)cc(-c4ccccc4)n23)c1	-5%&-7%	8%&2%
COC(=O)CSc1cc(C(C)(C)C)c(O)c(C(C)(C)C)c1	-3%	-2%
O=C(CCCC(=O)N1CCC(c2noc3ccc(F)cc23)CC1)N1CCSCC1	2%	9%
CC(=O)OCC#CCSc1nnc(-c2cccc(Br)c2)o1	-19%	3%
COC(=O)c1cc(-c2cccc(Cl)c2)nc2onc(C)c12	1%	-2%
O=C(O)c1cccc(Nc2nc3ccccc3nc2NS(=O)(=O)c2ccccc2)c1	-3%	-6%
CC1=C(c2ccccc2)[N+](=O)C(C)(c2ccc(Cl)cc2)N1[O-] (stereo not given)	-1%	2%
COC(=O)c1ccc(Oc2c(C)oc3cc(OC(=O)c4ccc(F)cc4)ccc3c2=O)cc1	-4%	0%
COc1ccc(C(=O)NCC2(N3CCN(C)CC3)CCCCC2)cc1	4%	-1%[57.5 µM]
COc1ccc(CNC(=O)c2ccc(Cn3c(=O)c4cccn4c4cccnc43)cc2)cc1OC	1%	9%

# Reprinted from the part before: two compounds, then new ones.
Structure	AID inh	UDG counter
COc1ccc(C(=O)NCC2(N3CCN(C)CC3)CCCCC2)cc1	4%	-1%[57.5 µM]
COc1ccc(CNC(=O)c2ccc(Cn3c(=O)c4cccn4c4cccnc43)cc2)cc1OC	1%	9%
Cc1cc(C)n(Cc2c(C(=O)NCCc3ccccc3)noc2C)n1	-4%	0%
CCCCCn1c(=O)[nH]c2cc(C(=O)N3CCN(c4ccc(OC)cc4)CC3)ccc2c1=O	30%	-20%
COC(=O)c1ccc(CNC(=O)C(C)Cl)cc1 (stereo not given)	-3%	1%
Cc1ccc(C(=O)CC2(O)C(=O)N(CCc3ccccc3)c3ccc(Cl)cc32)cc1 (stereo not given)	3%	-13%
Cc1cccc(CC2C(=O)Nc3ccccc32)c1 (stereo not given)	-9%	-4%[57.5 µM]
CCOc1ccc(CCNC(=O)c2cc3c(=O)oc4ccc(C)cc4c3s2)cc1OCC	7%	-7%
CS(=O)(=O)Oc1ccc2c(c1)O/C(=C\c1ccncc1)C2=O	11%	-1%
COC(=O)c1ccc2c(=O)n(CCCCCC(=O)N3CCN(c4cccc(C)c4C)CC3)c(=O)[nH]c2c1	?	24%
CCCOc1ccccc1NC(=O)Cc1c[nH]c2ccccc12	-9%	3%
CCOC(=O)c1ccc(Nc2nc3ccc(C(=O)c4ccccc4)cc3n3c(C)nnc23)cc1	1%	-14%

# Other records follow.
Structure	AID inh	UDG counter
CCOc1ccccc1NC(=O)CCc1nc(-c2ccc(C)n(CC)c2=O)no1	-9%	-3%
Cc1ccc(-n2c3c(c(=O)[nH]c2=O)C(NC(=O)C(C)(C)C)(C(F)(F)F)C(=O)N3)cc1 (stereo not given)	-1%	-2%
Cc1cc(C(=O)N2CCN(c3ccccc3F)CC2)c2c(C)nn(-c3ccccc3)c2n1	-18%	-6%
Nc1c(-c2nc(-c3ccncc3)no2)nnn1CC(=O)Nc1ccccc1	?	-13%
O=C(C1=C(c2ccccc2)S(=O)(=O)CCO1)N(Cc1ccccc1)c1ccccn1	-6%	3%
CCC(=O)N1CCc2cc(S(=O)(=O)CCC(=O)NCc3ccccc3Cl)ccc21	-3%	-4%
COC(=O)c1ccc(NC2c3ccccc3C(=O)N2c2cccnc2)cc1 (stereo not given)	3%	-2%
Cc1ccc(NC(=O)C2CCN(c3nn4cc(-c5ccc(C)cc5)nc4s3)CC2)cc1	2%	-16%
N#Cc1nc(Cc2ccccc2)oc1N1CCCC1	-19%	-15%
CCOC(=O)C1CCCN(S(=O)(=O)c2ccc3c(c2)oc(=O)n3C)C1 (stereo not given)	3%	-13%

# The list continues:
Structure	AID inh	UDG counter
C=C(C)Cn1c(-n2nc(C)cc2C)nc2c1c(=O)n(C)c(=O)n2C	1%	-8%
COc1ccc(-c2nc3ccccc3o2)cc1NC(=O)c1ccc(Cl)cc1	18%	5%
Cc1ccc(Cn2c(C)c(CNC3CCCCC3)c(C(=O)O)c2C)cc1	15%	0%
CC(C)(C)OC(=O)N1CCC(c2c(C(=O)Nc3ccc4c(c3)OCCO4)cnn2-c2ccc(F)cc2F)CC1	1%	41%[activator]
O=C(Nc1cc(Cl)cc(Cl)c1)c1ccc(F)c(S(=O)(=O)NC2CCCC2)c1	5%	-3%
COc1ccc(N2CCN(C(=O)CSc3c4c(nc5ccc(Cl)cc35)CCCC4)CC2)cc1	-15%	-17%
Cc1cccc(CSCc2ccc(C(=O)NCCc3ccccc3)o2)c1	?	-18%
CCc1ccc(NC(=O)CCCc2nc(-c3ccco3)no2)cc1	-4%	-7%
CCc1cnc2c(c1SCC(=O)Nc1ccc(C)cc1C)c(=O)n(C)c(=O)n2C	7%	6%
CC(C)(C)CC(=O)NCC(=O)O	0%	7%

# By substructure, the compounds so far with an aryl thioether with sulfur outside any ring (seven)
Structure	AID inh	UDG counter
CC(=O)c1cccc(NC(=O)c2ccccc2SC(C)C)c1	-11%	-8%
CSc1nnnn1-c1cccc(NC(=O)c2ccccc2Br)c1	-13%	-1%
Cc1ccc(C)c(CSc2nnc3[nH]c(=O)cc(-c4ccccc4)n23)c1	-5%&-7%	8%&2%
COC(=O)CSc1cc(C(C)(C)C)c(O)c(C(C)(C)C)c1	-3%	-2%
CC(=O)OCC#CCSc1nnc(-c2cccc(Br)c2)o1	-19%	3%
COc1ccc(N2CCN(C(=O)CSc3c4c(nc5ccc(Cl)cc35)CCCC4)CC2)cc1	-15%	-17%
CCc1cnc2c(c1SCC(=O)Nc1ccc(C)cc1C)c(=O)n(C)c(=O)n2C	7%	6%

# The listing continues.
Structure	AID inh	UDG counter
CCOc1ccc(CNC(=O)C2Cc3ccccc3N2C(=O)CC)cc1OC (stereo not given)	10%	8%
Cc1cc2nc(-c3ccc(Cl)cc3)cc(C(F)(F)F)n2n1	-5%	-3%
O=C(COc1ccccc1Cl)c1ccc(Br)cc1	-11%	-6%
COc1ccc2nc(/N=C(\N)NC(=O)C(C)(C)C)nc(C)c2c1	-6%	-6%
Cc1ccsc1CN(C(=O)c1oc2ccc(Br)cc2c1C)C1CCS(=O)(=O)C1 (stereo not given)	?	-18%
CN(Cc1ccc(C(=O)NCC(F)(F)F)cc1)C(=O)c1cc(C2CC2)nc2ccccc12	-1%	-3%
CN(C(=O)COC(=O)Cc1n[nH]c(=O)c2ccccc12)C1(C#N)CCCCC1	-10%	-2%
COC(=O)c1ccc(NC(=O)CCn2cccn2)cc1	0%	8%
O=C(CCc1ccsc1)NC1CCN(Cc2cccc(C(F)(F)F)c2)CC1	-4%	-10%
O=S(=O)(Nc1ccc(F)cc1F)c1ccc(-n2cccn2)cc1	7%	-4%

# Later entries.
Structure,AID inh,UDG counter
N#C/C(=C\c1ccc([N+](=O)[O-])o1)C(=O)NC1CCCCC1,10%,12%
CCCCN(C)CCNC(=O)c1ccc(Cn2c(=O)[nH]c3cc(OC)c(OC)cc3c2=O)cc1,-13%,-11%
O=C(NCC1OCCc2ccccc21)c1ccc(Cl)cc1 (stereo not given),-8%,-5%
Cc1cc(NC(=O)c2nn(C)c(=O)c3ccccc23)ccc1Br,-3%,-6%
Cc1ccc(CNC(=O)c2ccc3c(c2)N(Cc2ccccc2Cl)C(=O)CS3)cc1,4%,-8%
O=C(CSc1nc2cc3ccccc3cc2[nH]1)Nc1cccc(C(F)(F)F)c1,-5%[57.5 µM],-15%[57.5 µM]
CCCc1cc(NCCN(C)C)n2nc(C)c(-c3ccccc3)c2n1,-14%,-13%
CN(C)CCCNCc1ccccc1,1%,-1%
COc1ccc(Cl)cc1NC(=O)c1cnc2sc(N3CCOCC3)nn2c1=O,16%,-2%
Cn1ccc(NC(=O)CCc2ncc(-c3ccc(Cl)cc3)o2)n1,-11%,-2%
CCOC(=O)c1ccc(Oc2coc3cc(OCc4ccc(C)cc4)ccc3c2=O)cc1,5%,0%
CCOCCCNC(=O)c1c[nH]c2ccc(S(=O)(=O)Nc3cccc(Cl)c3C)cc2c1=O,2%,-10%[57.5 µM]

# (cont.)
Structure,AID inh,UDG counter
COc1ccc(OC)c(NC(=O)Nc2c(C)n(C)n(-c3ccccc3)c2=O)c1,19%,-11%
COc1ccc(NC(=O)CSc2nc(-c3ccco3)cc(C(F)(F)F)n2)c(OC)c1,-7%,-12%
CC(C)C(NC(=O)c1ccccn1)C(=O)O (stereo not given),1%,3%
Fc1ccc(CN2CCc3ccccc3C2)c(Cl)c1,5%,-5%
CCOc1ccccc1C(=O)N1CC(=O)Nc2ccc(Cl)cc2C1c1ccccc1 (stereo not given),-30%,-13%
Cc1ccc(CC(=O)NC(C)c2ccccn2)cc1C (stereo not given),8%,10%
CCOc1ccc(NC(=O)Cn2c(=O)n(CC3CCCO3)c(=O)c3ccccc32)cc1 (stereo not given),1%,2%
O=C(NCCn1cc(SCc2ccc(Br)cc2)c2ccccc21)c1cccs1,-24%,-6%
COC(=O)c1cc2oc3ccccc3c2n1Cc1cccc(C)c1,?,?
Cc1cc(Nc2cccc(C(F)(F)F)c2)ncn1,2%,-8%
COc1ccc(-c2noc(CSc3nc(C)cc(=O)[nH]3)n2)cc1OC,26%,5%
CC1=C(/C=C/C(C)=C/C=C/C(C)=C/C(=O)Nc2ccc(O)cc2)C(C)(C)CCC1,-2%,-3%

# Additional records follow:
Structure,AID inh,UDG counter
Cc1cc(N2CCCCC2)nc2ccc(NC(=O)/C=C/c3ccccc3OC(C)C)cc12,-17%,-10%
CCOC(=O)c1[nH]c(C)c(CCC(=O)Nc2ccc(Br)c(C)c2)c1C,-3%,-5%
CCn1c(SCC(=O)N(C)CCOc2ccc(Br)cc2)nnc1C1CC1,-13%,3%
CN(C)c1ccc(NC(=O)CSc2ccc(F)cc2)cc1,8%,9%
O=C(COCc1cc(-c2cccs2)on1)NCc1ccc(F)cc1,-12%,0%
CCc1c(C)sc(NC(=O)c2ccc(Cl)cc2Cl)c1C#N,13%,2%
COc1cccc(-c2[nH]nc3c2C(c2ccc(OC)c(OC)c2OC)C(C#N)=C(N)O3)c1 (stereo not given),0%,2%
Cc1ccc(C)c(S(=O)(=O)c2nnn3c2nc(NCc2cccs2)c2sccc23)c1,?,-26%
CC(=O)NCCc1c[nH]c2ccc(O)cc12,1%,-5%
O=S(=O)(c1ccc2[nH]c3c(c2c1)CCCC3)N1CCN(c2cccc(C(F)(F)F)c2)CC1,10%,-26%[57.5 µM]
C=CCOc1cccc(NC(=O)c2ccccc2C)c1,-6%,-12%
Cc1ccc(NC(=O)Nc2nnc(SCC(=O)N3CCC(C)CC3)s2)cc1,4%,-4%

# The results go on.
Structure,AID inh,UDG counter
COc1cccc(C(=O)NC2=NC(c3ccc(N(C)C)cc3)CC(=O)N2)c1 (stereo not given),10%,-2%
COC(=O)C(C)(C)NC(=O)CNC(=O)OCc1ccccc1,4%,5%
CN(C)CCN(C/C=C/c1ccccc1)C/C=C/c1ccccc1,-6%,-6%
CCN(CC)CC#CCOC(=O)C(O)(c1ccccc1)C1CCCCC1 (stereo not given),-14%,-10%
c1csc(C2NCCc3sccc32)c1 (stereo not given),2%,1%
O=C(/C=C/c1c(Cl)cccc1Cl)c1ccc(OC(F)F)cc1,-15%,-4%
O=c1oc2cc(O)ccc2cc1-c1nc2ccccc2s1,1%,-1%
CCOc1ccc(CCNC(=O)C2=C(C)C(=O)OC23CCC(C)CC3)cc1OCC (stereo not given),-1%,1%
Cc1cccc(NS(=O)(=O)c2ccc3c(c2)CCN3C(=O)CCC(=O)O)c1C,13%,12%
